IL-2 act: qHTS of IL-2 Activators | IL-2 activation reporter assay, cell-based qHTS; stimulated with anti-CD3/CD4/CD28 beads; in transgenic mouse T cells | activation, % (series mostly up to about 46 µM) | 360,000 compounds, 0.065% hits | AID 652025, 2013; in the data active = activation above about 50%; inconclusive = mostly about 30% to 49%; also: 0% is about no effect
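Readout: EGFP and DsRed signals by fluorescent plate cytometry. Unstimulated transgenic mouse T cells received compound 60 min before antibody-bead stimulation, then incubated 18 h at 37 degrees C.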
DRD3 agonist: qHTS of D3 Dopamine Receptor Agonist: qHTS. D(3) dopamine receptor (Homo sapiens), P35462. D3R DiscoveRx beta-arrestin cells, luminescence, 90 min. max activation, %. 410,000 compounds, 0.58% hits; in the data active = max activation above about 30%; also: 0% is about no effect; mostly tested at two doses, the higher about 12 µM
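Cells at 1500/well, incubated overnight, then treated with pinned compounds (dopamine as control) for 90 min at 37 degrees C. DiscoveRx reagent added for 30 - 60 minutes at room temperature; luminescence read.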
PI5P4K alpha inh: qHTS for Inhibitors of phosphatidylinositol 5-phosphate 4-kinase (PI5P4K) | PI5P4Kalpha enzyme, ADP-Glo luminescence, 60 min; hits give low values | max response, % | 330,000 compounds, 1.2% hits | AID 652105, 2013; active = max response of -50% or lower; inconclusive = between -30% and -50%; inactive = -30% or higher; also: value at the top dose of about 77 µM; % is scaled to controls: 0 for no effect and ±100 for the full control effect
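Compounds were pin-transferred onto PI5P4Kalpha and substrate in HEPES pH 7.4 buffer with EGTA, CHAPS and 5% DMSO. ATP (5 microM final) started the reaction, which ran 60 minutes at room temperature before ADP-Glo detection.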
PLK1 PBD block: qHTS for Inhibitors of PLK1-PDB (polo-like kinase 1 - polo-box domain): Primary Screen; Potency, µM, inactives show max response, negative = inhibition, most hits filed as inhibitors; Plk1 PBD binding of FITC phosphopeptide, fluorescence polarization; Serine/threonine-protein kinase PLK1 (Homo sapiens), P53350; 360,000 compounds, 2.8% hits; AID 720504, 2013; also: potency is read from the fitted curve at half-maximal effect; series mostly up to about 57 µM; % is scaled to controls: 0 for no effect and ±100 for the full control effect; nearly all actives have a fitted effect of over 65% in size
Target sequence (P53350 whole entry, looked up, the tested form may be a part): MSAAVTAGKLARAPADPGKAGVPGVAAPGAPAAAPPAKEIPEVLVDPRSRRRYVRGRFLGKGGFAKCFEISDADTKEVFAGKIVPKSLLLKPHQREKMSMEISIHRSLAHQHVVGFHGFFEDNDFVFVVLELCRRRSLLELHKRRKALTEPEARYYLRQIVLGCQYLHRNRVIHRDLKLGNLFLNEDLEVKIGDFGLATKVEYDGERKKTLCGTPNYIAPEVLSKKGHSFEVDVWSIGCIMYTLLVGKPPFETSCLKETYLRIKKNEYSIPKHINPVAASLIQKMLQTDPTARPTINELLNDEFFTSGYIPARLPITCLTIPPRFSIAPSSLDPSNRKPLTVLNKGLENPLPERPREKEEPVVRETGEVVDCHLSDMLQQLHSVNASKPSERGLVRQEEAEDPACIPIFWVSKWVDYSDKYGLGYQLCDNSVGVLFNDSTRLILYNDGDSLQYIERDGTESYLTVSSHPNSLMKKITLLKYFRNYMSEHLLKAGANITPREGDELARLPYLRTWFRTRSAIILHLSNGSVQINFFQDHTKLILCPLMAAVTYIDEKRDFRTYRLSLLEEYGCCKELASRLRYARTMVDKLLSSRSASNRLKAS
GLP-1R inv ag: qHTS of GLP-1 Receptor Inverse Agonists (Inhibition Mode); HEK293 GLP-1R CRE-luciferase, luminescence, 24 h; GLP-1R form is constitutively active; Potency, µM (series often up to 38.3 µM), without a hit: top-dose activity change, negative = inhibition, most hits filed as inhibitors; 410,000 compounds, 1.6% hits; AID 624417, 2012; also: potency is read from the fitted curve at half-maximal effect; % is scaled to controls: 0 for no effect and ±100 for the full control effect; nearly all actives have a fitted effect of over 55% in size
Target sequence (P43220 whole entry, looked up): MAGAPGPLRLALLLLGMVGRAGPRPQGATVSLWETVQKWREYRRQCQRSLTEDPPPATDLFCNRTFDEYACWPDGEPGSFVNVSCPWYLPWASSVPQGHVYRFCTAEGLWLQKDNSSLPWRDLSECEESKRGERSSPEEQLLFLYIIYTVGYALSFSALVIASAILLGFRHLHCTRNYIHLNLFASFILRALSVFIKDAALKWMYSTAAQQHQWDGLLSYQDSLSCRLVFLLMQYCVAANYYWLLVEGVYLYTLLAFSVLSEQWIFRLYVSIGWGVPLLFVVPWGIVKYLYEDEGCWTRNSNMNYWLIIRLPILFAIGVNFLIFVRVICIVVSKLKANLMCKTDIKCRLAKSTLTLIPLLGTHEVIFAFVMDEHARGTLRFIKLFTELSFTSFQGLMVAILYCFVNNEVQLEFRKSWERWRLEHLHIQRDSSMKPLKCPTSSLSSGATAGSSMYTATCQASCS
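HEK293 cells stably co-expressing constitutively active GLP-1R and a cAMP-responsive luciferase reporter were seeded in DMEM with 10% Nu serum, given compounds after 12 h, and incubated 24 h at 37 deg C. Luminescence was then read.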
WRN helicase inh: qHTS for Inhibitors of WRN Helicase; Potency, µM (top dose mostly 114 µM), for the others: top-dose activity change, negative = inhibition, actives largely listed as inhibitors; 360,000 compounds, 0.46% hits; Bifunctional 3'-5' exonuclease/ATP-dependent helicase WRN (Homo sapiens), Q14191; WRN helicase unwinding, fluorescent forked duplex, kinetic; also: potency is read from the fitted curve at half-maximal effect; % is scaled to controls: 0 for no effect and ±100 for the full control effect; nearly all actives have a fitted effect of over 55% in size
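Screening of the MLSMR collection measured strand separation of a quenched forked DNA duplex (100 nM) by 20 nM WRN with 2 mM ATP, all final. Compounds were preincubated with enzyme 15 min at room temperature.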
HEK293 tox: qHTS of GLP-1 Receptor Inverse Agonists: Cytotox Screen | Potency, µM (doses to about 38.3 µM), without a hit: top-dose activity change, negative = inhibition, usual class: inhibitors | 410,000 compounds, 0.13% hits | HEK293 cAMP-luciferase reporter cells, luminescence, 24 h;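 also: loss of luciferase light is scored as toxicity; potency is read from the fitted curve at half-maximal effect; % is scaled to controls: 0 for no effect and ±100 for the full control effect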
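Cells in DMEM/10% Nu serum/1% pen-strep, 1536-well format. Pre-incubated 12 h, dosed with 23 nL compound, incubated a further 24 h. Luciferase detection, 12 min at room temp, luminescence.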
GLP-1R agonist: qHTS of GLP-1 Receptor Agonists. Potency, µM (top dose mostly 45.6 µM), for the others: at the highest dose activation, usual class: activators. HEK293 GLP-1R CRE-luciferase, luminescence, 4-6 h; cells express a hypersensitive GLP-1R form. Glucagon-like peptide 1 receptor (Homo sapiens), P43220. 380,000 compounds, 0.007% hits. AID 624172, 2012; also: potency is read from the fitted curve at half-maximal effect; % of control where 0% means no effect
D3 antag: qHTS of D3 Dopamine Receptor Antagonist: qHTS; D3R cells, DiscoveRx beta-arrestin luminescence, antagonist mode; hits give low values; max response, negative = inhibition, %; 360,000 compounds, 2.5% hits; AID 652054, 2013; in the data active = max response below about -50%; inconclusive = no clear call, values can overlap the other calls; also: % is scaled to controls: 0 for no effect and ±100 for the full control effect; mostly tested at two doses, the higher about 12 µM
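Cells expressing the human receptor were seeded at 1500 cells/well, incubated overnight at 37 degrees C in 5% CO2, then exposed to library compounds with dopamine controls for 90 minutes at 37 degrees C before luminescent detection.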
The depositor's hits bear a star; & = joins results of further samples; [ ] = dose if it differs, or a comment. Unless noted, calls follow the shape of the dose curve; as a rule, active = well fitted curve in the direction sought with a large enough effect; inconclusive = small, poorly fitted or top-dose-only effect, or another doubt; inactive = no such curve, though single readings can be large; an effect the other way counts as inactive or inconclusive. Compounds as they come. About 7.8% of those tested had a hit in this group.

Screening O=C(Nc1ccc(S(=O)(=O)N2CCOCC2)cc1)c1cc(-c2cc(Cl)ccc2O)n[nH]1 returned IL-2 act -0.9, DRD3 agonist -15, PI5P4K alpha inh inconclusive, PLK1 PBD block -1%, GLP-1R inv ag 3.5µM*, WRN helicase inh -7%, HEK293 tox inconclusive, GLP-1R agonist -5% and D3 antag -9.
C=CCN1C(=O)C2C(C(=O)NCc3ccccc3)C3C=CC2(O3)C1C(=O)NC(C)(C)C (centres undefined) was read as IL-2 act -1.3, DRD3 agonist -2, PI5P4K alpha inh 2, PLK1 PBD block -12%, GLP-1R inv ag 15%, WRN helicase inh -8%, HEK293 tox 17%, GLP-1R agonist -2% and D3 antag -9.
Cc1cc(C)nc(SCC(=O)Nc2ccccc2[N+](=O)[O-])n1 was read as IL-2 act 1.2, DRD3 agonist 5, PLK1 PBD block -6%, GLP-1R inv ag 8%, WRN helicase inh -5%, HEK293 tox 4%, GLP-1R agonist 11% and D3 antag 8.
Screening CC(C)CNc1ncnc2c1ncn2[C@H]1CN(Cc2ccc(F)cc2)C[C@@H](CO)O1 returned IL-2 act -0.3, DRD3 agonist 0, PI5P4K alpha inh -2, PLK1 PBD block -13%, GLP-1R inv ag 6%, WRN helicase inh -6%, HEK293 tox 3%, GLP-1R agonist 9% and D3 antag 14.
`O=C(Nc1ccc(C(=O)N2CCOCC2)cc1)c1cnn2c(C(F)F)cc(-c3ccccc3)nc12` gave IL-2 act -2.4, DRD3 agonist 9, PI5P4K alpha inh 2, PLK1 PBD block 4%, GLP-1R inv ag 23%, WRN helicase inh 3%, HEK293 tox -3%, GLP-1R agonist 14% and D3 antag 7.
`C/C(=N\NC(=O)c1nnn(-c2nonc2N)c1CN1CCc2ccccc21)c1ccccc1O` gave IL-2 act -0.6, DRD3 agonist 17, PI5P4K alpha inh 3, PLK1 PBD block 1%, GLP-1R inv ag inconclusive, WRN helicase inh -2%, HEK293 tox -15%, GLP-1R agonist -5% and D3 antag 28.
CC(Oc1ccc(F)cc1)C(=O)Nc1ccc(N2CCOCC2)cc1N1CCOCC1 (centres undefined) was read as IL-2 act 0.7, DRD3 agonist 7, PI5P4K alpha inh -3, PLK1 PBD block -5%, GLP-1R inv ag inconclusive, WRN helicase inh 6%, HEK293 tox 0%, GLP-1R agonist 11% and D3 antag 13.
O=S(=O)(c1ccc2c(c1)OCCO2)N1CCNCC1 was read as IL-2 act -1.5, DRD3 agonist 3, PI5P4K alpha inh 2, PLK1 PBD block 0%, GLP-1R inv ag 5%, WRN helicase inh -2%, HEK293 tox -6%, GLP-1R agonist 0% and D3 antag -6.
c1coc(CNc2ncnc3[nH]ncc23)c1 was read as IL-2 act -1.5, DRD3 agonist -17, PI5P4K alpha inh -16, PLK1 PBD block -13%, GLP-1R inv ag 5%, WRN helicase inh 2%, HEK293 tox 0%, GLP-1R agonist 19% and D3 antag -2.
For CCOC(=O)c1cnc2cc(-c3ccc(C)cc3)nn2c1C the results were IL-2 act -1.7, DRD3 agonist 2, PI5P4K alpha inh 3, PLK1 PBD block -3%, GLP-1R inv ag 1%, WRN helicase inh 2%, HEK293 tox -1%, GLP-1R agonist -4% and D3 antag 25.
COC(=O)c1ccccc1N(C)S(C)(=O)=O was read as IL-2 act -2.2, DRD3 agonist 1, PI5P4K alpha inh -1, PLK1 PBD block -1%, GLP-1R inv ag 4%, WRN helicase inh 7%, HEK293 tox -1%, GLP-1R agonist -7% and D3 antag 10.
O=C1CC(=O)Nc2cc(S(=O)(=O)N3CCOc4ccc(Cl)cc43)ccc2N1 was read as IL-2 act -0.1, DRD3 agonist -10&7, PI5P4K alpha inh 4, PLK1 PBD block inconclusive, GLP-1R inv ag -30%&-18%, WRN helicase inh -3%, HEK293 tox -5%&1%, GLP-1R agonist 7% and D3 antag inconclusive.
O=C(CN(Cc1ccco1)C(=O)c1ccccc1)Nc1ccc(Cl)c(Cl)c1 was read as IL-2 act 4.0, DRD3 agonist 1, PI5P4K alpha inh 4, PLK1 PBD block 1%, GLP-1R inv ag inconclusive, WRN helicase inh -13%, HEK293 tox -19%, GLP-1R agonist -1% and D3 antag 0.
`CC(C)C1C(=O)N(Cc2cn(CC3CCCCC3)nn2)CCS(=O)(=O)N1Cc1ccc(-c2ccc(F)nc2)cc1` (centres undefined) gave IL-2 act -3.9, DRD3 agonist 1, PI5P4K alpha inh 13, PLK1 PBD block 4%, GLP-1R inv ag inconclusive, WRN helicase inh -5%, HEK293 tox -21%, GLP-1R agonist 5% and D3 antag -4.
Screening O=C(CNC(=O)c1ccco1)N/N=C/c1ccccc1[N+](=O)[O-] returned IL-2 act 1.0, DRD3 agonist 0, PI5P4K alpha inh -3, PLK1 PBD block -12%, GLP-1R inv ag 5%, WRN helicase inh 1%, HEK293 tox 8%, GLP-1R agonist 7% and D3 antag -2.
For COc1ccc(S(=O)(=O)N2CCN(C(=O)NCc3ccc(OC)c(OC)c3)CC2)cc1 the results were IL-2 act -0.8, DRD3 agonist -6, PI5P4K alpha inh 6, PLK1 PBD block 2%, GLP-1R inv ag 27%, WRN helicase inh -9%, HEK293 tox 0%, GLP-1R agonist 10% and D3 antag 2.
Screening NC(=O)C1(Nc2ccccc2Cl)CCCC1 returned IL-2 act -4.3, DRD3 agonist -19, PI5P4K alpha inh -1, PLK1 PBD block -12%, GLP-1R inv ag 3%, WRN helicase inh -20%, HEK293 tox -5%, GLP-1R agonist 4% and D3 antag -22.
For Cc1cccc(Nc2nc(N)c([N+](=O)[O-])c(NCCO)n2)c1 the results were IL-2 act -2.6, DRD3 agonist 4, PI5P4K alpha inh -27, PLK1 PBD block -9%, GLP-1R inv ag 74%[activator], WRN helicase inh -14%, HEK293 tox 3%, GLP-1R agonist -1% and D3 antag -15.
For Nc1nc(-c2ccccc2)c(CC(=O)O)s1 the results were IL-2 act 0.2, DRD3 agonist -3, PI5P4K alpha inh -3, PLK1 PBD block -2%, GLP-1R inv ag 7%, WRN helicase inh -9%, HEK293 tox 5%, GLP-1R agonist 1% and D3 antag 7.
For CC(C)(C)NC(=O)C(c1ccc(O)cc1)N(C(=O)CCC(=O)Nc1nccs1)c1ccc(F)cc1 (centres undefined) the results were IL-2 act -0.5, DRD3 agonist 8, PI5P4K alpha inh -1, PLK1 PBD block -4%, GLP-1R inv ag inconclusive, WRN helicase inh -12%, HEK293 tox -22%, GLP-1R agonist 7% and D3 antag 6.
Cc1ccc(CNC(=O)c2cnccn2)cc1 was read as IL-2 act -0.4, DRD3 agonist 5, PI5P4K alpha inh 9, PLK1 PBD block 2%, GLP-1R inv ag 0%, WRN helicase inh 0%, HEK293 tox -8%, GLP-1R agonist 12% and D3 antag 15.
N#C/C(=N/Nc1ccccc1F)C(=N)N1CCOCC1 was read as IL-2 act 2.3, DRD3 agonist 2, PLK1 PBD block -5%, GLP-1R inv ag 0%, WRN helicase inh -7%, HEK293 tox inconclusive, GLP-1R agonist -5% and D3 antag 7.
For O=C(Cc1ccc(Cl)c(Cl)c1)Nc1ccccc1N1CCOCC1 the results were IL-2 act 2.3, DRD3 agonist -3, PI5P4K alpha inh -7, PLK1 PBD block -10%, GLP-1R inv ag inconclusive, WRN helicase inh -4%, HEK293 tox 5%, GLP-1R agonist 19% and D3 antag -2.
`O=C(/C=C/c1ccc(O)c(O)c1)OC(Cc1ccc(O)c(O)c1)C(=O)O` (centres undefined) gave IL-2 act -0.5, DRD3 agonist 9, PI5P4K alpha inh -10, PLK1 PBD block -12%, GLP-1R inv ag -8%, WRN helicase inh -17%[11.6 µM], HEK293 tox -17%, GLP-1R agonist 0% and D3 antag -17.
`CC(C)(C)N(Cc1ccccc1)C(=O)COC(=O)Cn1cnc2ccccc2c1=O` gave IL-2 act -3.5, DRD3 agonist 1, PI5P4K alpha inh -6, PLK1 PBD block 3%, GLP-1R inv ag inconclusive, WRN helicase inh 0%, HEK293 tox -7%, GLP-1R agonist 7% and D3 antag 13.
For CC(=O)N1c2ccc(S(=O)(=O)N(C)CC(=O)N3CCCC3)cc2CC1C (centres undefined) the results were IL-2 act -2.8, DRD3 agonist -4, PI5P4K alpha inh -3, PLK1 PBD block -4%, GLP-1R inv ag 14%, WRN helicase inh 3%, HEK293 tox -9%, GLP-1R agonist -3% and D3 antag 11.
Screening CCCSc1ccc([C@H]2N[C@@](C)(C(=O)OC)[C@H]3C(=O)N(C)C(=O)[C@@H]23)cc1 returned IL-2 act -0.5, DRD3 agonist -32, PI5P4K alpha inh 0, PLK1 PBD block -9%, GLP-1R inv ag -2%, WRN helicase inh 1%, HEK293 tox 9%, GLP-1R agonist 3% and D3 antag 0.
Screening CN1CCN(C(=O)c2cc(Br)cn2C)CC1 returned IL-2 act 0.0, DRD3 agonist -18, PI5P4K alpha inh -4, PLK1 PBD block 3%, GLP-1R inv ag 51%[activator], WRN helicase inh -2%, HEK293 tox -1%, GLP-1R agonist -1% and D3 antag 9.
Screening CCOc1ccc2nc(N3C(=O)/C(=C/c4ccc(Cl)cc4)NC3=S)sc2c1 returned IL-2 act -0.1, DRD3 agonist 8, PI5P4K alpha inh -20, PLK1 PBD block inconclusive, GLP-1R inv ag 7%, WRN helicase inh 1%, HEK293 tox 8%, GLP-1R agonist 1% and D3 antag 1.
